mcGAS lum = inhibitors of mouse cGAS. 160,000 tested, 0.15% active. Q8C6L5. inhibition, % at 12.5 µM. recombinant cGAS, Kinase-Glo ATP depletion luminescence. AID 1259399;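 note: 0% = negative control wells and 100% = reference inhibitor with no enzyme activity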
hcGAS inh = human cGAS inhibition; 290,000 tested, 0.081% active; inhibition, % at 12.5 µM; Q8N884; recombinant h-cGAS, ATP depletion, Kinase-Glo luminescence;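 note: 0% = vehicle reaction and 100% = reaction without DNA for no activity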
Target sequence (Q8N884 whole entry, looked up): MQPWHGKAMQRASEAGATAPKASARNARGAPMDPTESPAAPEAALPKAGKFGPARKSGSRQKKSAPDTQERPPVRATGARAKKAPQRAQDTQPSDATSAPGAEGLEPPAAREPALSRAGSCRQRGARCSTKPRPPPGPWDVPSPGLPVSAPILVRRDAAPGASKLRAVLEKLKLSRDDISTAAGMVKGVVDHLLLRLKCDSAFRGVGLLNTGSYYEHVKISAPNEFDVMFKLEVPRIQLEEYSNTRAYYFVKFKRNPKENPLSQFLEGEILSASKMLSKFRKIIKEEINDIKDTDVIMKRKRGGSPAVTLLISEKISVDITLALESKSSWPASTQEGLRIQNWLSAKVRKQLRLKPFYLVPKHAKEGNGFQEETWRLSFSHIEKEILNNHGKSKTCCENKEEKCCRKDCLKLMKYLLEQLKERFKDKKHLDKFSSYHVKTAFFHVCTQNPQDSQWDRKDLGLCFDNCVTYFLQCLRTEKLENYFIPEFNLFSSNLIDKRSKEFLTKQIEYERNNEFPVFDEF
NPYLR7 agonist = mosquito NPYLR7 agonism; 270,000 tested, 0.15% active; AID 1259423; HEK293T NPYLR7/Galpha15, GCaMP6s calcium fluorescence; activation, % at 10 µM; in the data active = activation above about 40%;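 note: 0% = vehicle and 100% = reference agonist at the receptor; some compounds past the cut are filed as inactive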
Starred values were filed as active, the others as inactive; . = no result given; & = joins results of further samples. Cut-off read from the data, not from the text of the source, unless noted: active = inhibition above about 40%; inactive = the rest.

No.	Compound	NPYLR7 agonist	hcGAS inh	mcGAS lum
1	CCN(C(=O)C1=NN(c2ccccc2)C(C(N)=O)C1)c1ccccc1 (centres undefined)	2	-17	.
2	Cc1cccc(-n2nnc(C(=O)Nc3ccc4oc(=O)ccc4c3)c2C)c1	-1	-1	-5
3	Cc1nc(-c2cccnc2)ncc1C(=O)N1CCOC(C(F)(F)F)C1 (centres undefined)	5	-5	.
4	O=S1(=O)CCC(n2nc(-c3ccccc3)cc2NS(=O)(=O)c2cnc[nH]2)C1 (centres undefined)	0	-5	-6
5	CCn1cc(CN2CCC3(CC2)CCN(Cc2ncc[nH]2)CC3CO)cn1 (centres undefined)	.	-3	0
6	Cc1ccc(-c2ccc(OCCNS(=O)(=O)c3ccc(I)cc3)nn2)cc1	-7	-8	-8
7	Cc1ccccc1CO[C@]1(C(=O)NCc2ccco2)CC(OCc2ccccc2C#N)[C@@H]2OC(C)(C)O[C@@H]2C1 (some centres undefined)	15	-3	-7
8	Cc1nnc(SCc2nc(C(=O)N3CCN(Cc4ccccc4)CC3)cs2)n1-c1cccc(Cl)c1	-13	-11	-4
9	O=C(Nc1sc2c(c1C(=O)N1CCOCC1)CCCC2)c1ccccc1	-4	-5	2
10	O=C(CCl)Nc1cc2c(cc1Br)OCCO2	6	-5	.
11	Cc1ccccc1C(c1ncccc1C)N(C)C(=O)C1CCN(CCCN(C)S(C)(=O)=O)CC1 (centres undefined)	32	-4	-3
12	CC(NC(=O)c1cccc(S(=O)(=O)N(C)C)c1)c1ccco1 (centres undefined)	0	-7	.
13	O=C(Cc1cn2ccsc2n1)NN=C1C(=O)c2cccc3cccc1c23	-1	-7	.
14	CCN(CC)P1(=Nc2cccc(C)c2C)C(=C2N(C)c3ccccc3C2(C)C)C=NN1C (centres undefined)	3	-4	.
15	COc1ccccc1C1CCCN1C(=O)Cn1nnnc1CN1CCOCC1 (centres undefined)	-2	-5	.
16	O=C(Cn1nc(-c2ccc(Cl)cc2)ccc1=O)Nc1cccc(C(F)(F)F)c1	10	-2	.
17	COc1ccc(C(=O)N2CCC(N3CCC(C(=O)NC(C)C)CC3)CC2)cc1F	5&8	-7&-4	.
18	Cc1[nH]c(=O)[nH]c(=O)c1-c1ccc(C(C)N2CCOCC2)cc1 (centres undefined)	7	-7	.
19	CC(Sc1nnnn1C1CC1)c1nnc(-c2cccs2)o1 (centres undefined)	5	-11	-8
20	O=C1CC(C(F)(F)F)N(C(=O)COC(=O)c2cccc(OCC3CCCO3)c2)c2ccccc2N1 (centres undefined)	0	-1	.
21	COc1ccc(-c2cc(-c3ccccc3)nc(SCC(=O)C3CC3)c2C#N)cc1	-4	-4	-4
22	O=C(c1ccc([N+](=O)[O-])cc1)N1CCCc2ccccc21	4	-6	.
23	CC1=NC(N2CCC(C)CC2)NC(=O)C1 (centres undefined)	-4	-1	.
24	CCOC(=O)C1=C(C)N=c2s/c(=C/c3ccc(Cl)cc3)c(=O)n2C1c1ccc(C)cc1 (centres undefined)	-2	-8	.
25	CCc1nc2n(n1)C(=O)C(C(c1ccccc1F)N1CCCC(C)C1)S2 (centres undefined)	-1	-3	-7
26	CCOCCCCNC(=O)Nc1ccc(N(C)C)cc1	24	-5	-16
27	COC(=O)c1ccccc1CSc1nnc(-c2ccccc2C)n1-c1ccccc1	-3	-5	-5
28	CCN(CCCNC(=O)c1cc(C)c(C)s1)c1ccccc1	-1	-7	.
29	O=C(Nc1cccc(Cl)c1)C(C1CCCC1)N1CCN(C(=O)c2ccc([N+](=O)[O-])cc2)CC1 (centres undefined)	-3	-7	-6
30	CC1(C)CC(NC(=O)c2cc(-c3ccccn3)nc3ccccc23)CC(C)(C)N1	3	-5	.
31	CN1CCCn2nc(C(=O)N3CCc4c([nH]c5ccccc45)C3)cc2C1	-2	-2	.
32	C=CCN(c1ccccc1)S(=O)(=O)c1cccc(C(=O)Nc2ccnn2C(C)C2CC2)c1 (centres undefined)	1	-8	.
33	COc1cc2c(cc1OC)C1CC(=O)C(CC(C)C)CN1CC2 (centres undefined)	-21	-4	.
34	CN(C)C(=O)c1cccc(OS(=O)(=O)c2ccc(Cl)c(C(F)(F)F)c2)c1	3	7	.
35	COc1ccc(-c2noc(Cn3ccc4cccnc43)n2)cc1	.	3	-3
36	Cc1cc(C(=O)NC2CCCN(CCc3ccccc3)C2)nc(C)n1 (centres undefined)	1	-8	.
37	Cc1ccc(NC(=Nc2nc(C)cc(C)n2)NC(=O)c2ccccc2)cc1	-4	-3	.
38	c1cc(-c2ccc(CN3CCC(N4CCSCC4)CC3)o2)[nH]n1	1	-4	-21
39	CCCC(=O)OCC(O)CN(CCOC)Cc1ccccc1C (centres undefined)	11	2	-1
40	CCC(C)NC(=O)CN1C(=O)CCOc2ccccc21 (centres undefined)	1	-4	.

Continued (five carried over from the part before).
No.	Compound	NPYLR7 agonist	hcGAS inh	mcGAS lum
36	Cc1cc(C(=O)NC2CCCN(CCc3ccccc3)C2)nc(C)n1 (centres undefined)	1	-8	.
37	Cc1ccc(NC(=Nc2nc(C)cc(C)n2)NC(=O)c2ccccc2)cc1	-4	-3	.
38	c1cc(-c2ccc(CN3CCC(N4CCSCC4)CC3)o2)[nH]n1	1	-4	-21
39	CCCC(=O)OCC(O)CN(CCOC)Cc1ccccc1C (centres undefined)	11	2	-1
40	CCC(C)NC(=O)CN1C(=O)CCOc2ccccc21 (centres undefined)	1	-4	.
41	COc1ccc(NC(=O)C2CCCCC2C(=O)N2CCc3c([nH]c4ccccc34)C2)cn1 (centres undefined)	-6	-7	.
42	Cc1ccc(NC(=O)C2(C)CCN(C)C2)cc1C (centres undefined)	1	-2	.
43	Cc1ccc(/C=C/C(=O)N(C)S(=O)(=O)c2c(C)noc2C)c(C)c1	7	-9	.
44	CCCc1cc(CNC(=O)c2ccc(N(C)C3CCOC3)nc2)on1 (centres undefined)	-5	-1	.
45	Cc1ccc2c(C)c(C(=O)N3CCCC3Cn3cccn3)oc2c1 (centres undefined)	9	0	.
46	COc1cccc(C(CN2CCN(S(=O)(=O)Cc3ccccc3)CC2)OCc2cccc(Cl)c2)c1 (centres undefined)	25	0	-5
47	O=[N+]([O-])c1cc(/C=N\Nc2cc(N3CCCCCC3)nc(N3CCCCCC3)n2)cc2c1OCO2	-13	-5	-5
48	Cn1ncc(Oc2cccc(C(F)(F)F)c2)c(Nc2cccc(C(=O)NCc3cccnc3)c2)c1=O	1	-2	-5
49	CCCNc1nc(SCC)nc2c1cnn2CCNC(=O)c1ccc(F)cc1F	2	15	-1
50	Cn1c(=O)c2c(nc3n2CC(c2ccc(F)cc2)=NN3CC=Cc2ccccc2)n(C)c1=O	7	3	-6
51	NC(=O)C1CCN(C(c2cccc(F)c2)C2Sc3ncnn3C2=O)CC1 (centres undefined)	3	-2	-6
52	Cc1nc(Nc2ccc(NC(=O)Nc3cccc(C)c3C)cc2)cc(-n2ccnc2)n1	-9	-4	-11
53	Brc1cccc(-c2cnc(CSc3ncn[nH]3)o2)c1	-1	-6	.
54	CCCSC1=NC(C)=C(C(C)=O)C(c2cccc([N+](=O)[O-])c2)C1C#N (centres undefined)	-2	1	.
55	CCCCCCNC(=O)/C=C/C(=O)O	-5	2	.
56	Cc1ccc(S(=O)(=O)N2CCN(C(=O)CC(C)C)CC2)c(C)c1	19	-13	.
57	COc1ccccc1-c1nc2cc(C)ccn2c1NC(=O)C1CC1	-4	-8	-8
58	O=C(C(=O)N1CCCN2CCCC2C1)c1ccco1 (centres undefined)	1	-8	.
59	O=C(NCC12CC3CC(CC(C3)C1)C2)c1c(F)cccc1Cl	0	-5	.
60	COCCN(Cc1nc2ccccc2c(=O)[nH]1)C(=O)c1ccc(NC(C)=O)s1	-2	0	-14
61	O=C(CN1CCCN(S(=O)(=O)c2ccc(F)cc2)CC1)NCc1ccccc1	1	-6	-9
62	O=C(NC1CCN(c2ccccc2C(=O)N2CCN(C3CCCCCC3)CC2)CC1)c1cccc(Br)c1	26	-2	-5
63	O=C(O)c1cc(N2C(=O)c3cccc4c([N+](=O)[O-])ccc(c34)C2=O)ccc1O	-8	-1	-5
64	CCC(C(=O)Nc1cc(-c2ccccc2)nn1-c1cccc(F)c1)c1ccccc1 (centres undefined)	18	-4	-6
65	CCCn1cc(CNC(=O)c2ccc(Cl)cn2)cn1	-2	-2	.
66	COC(=O)CCC(=O)N1CCN(c2nc3nccc(-c4cccnc4)n3n2)CC1	.	-10	-7
67	CNC(=S)Nc1ccc2[nH]c(=O)[nH]c2c1	6	-10	.
68	COc1ccccc1CNc1nc2c(-c3cccc(C(F)(F)F)c3)nnn2c2ccccc12	-5	-4	-7
69	Cc1ccc(CN2CCN(C(=O)CCC3(Cc4ccc(F)cc4)CCC(=O)N3)CC2=O)cc1 (centres undefined)	3	-8	.
70	CC(=O)N1CCC(C(=O)Nc2ccc(Cl)c(S(=O)(=O)N3CCCCC3)c2)CC1	6	-3	.
71	Cc1nc(-n2ccc3c(cnc4c(-c5ccc(Cl)cc5)c(C)nn43)c2=O)n[nH]1	3	-6	.
72	CCN1CCN(C(C)CNc2nc3ccccc3s2)CC1 (centres undefined)	0&5	-3&-5	.
73	COCCOC(=O)C1=C(C)NC(=S)NC1c1ccccc1Cl (centres undefined)	1	-8	-7
74	O=C(c1ccco1)N1CCCN(Cc2nc(-c3cccc(Cl)c3)no2)CC1	10	0	-13
75	CCCn1c(=O)c2c(nc3n2CCN3c2ccc(CC)cc2)n(C)c1=O	19	-8	.
76	CCN(CC)C(=O)Oc1ccc2c(ccn2Cc2cc(C(F)(F)F)ccc2Cl)c1-c1ccc(C#N)cc1	12	2	0
77	CCN(CC)S(=O)(=O)c1ccc(N(C)C)c(NS(=O)(=O)c2cc(C)ccc2C)c1	0	-12	.
78	O=S(=O)(c1ccc(N(C(F)F)S(=O)(=O)c2ccc(Cl)cc2)cc1)N1CCOCC1	5	-3	-5
79	O=C(c1csc(CSc2nnc(Cc3ccccc3)n2-c2ccccc2)n1)N1CCN(c2ccc([N+](=O)[O-])cc2)CC1	7	-3	-3
80	CNC(=O)c1c(NC(=O)C(C)n2cncn2)sc2c1CCCC2 (centres undefined)	-3	-10	.
81	CCSc1nc(CC(=O)NC(C)Cn2nc(C)cc2C)cs1 (centres undefined)	4	5	-11
82	O=C(C1CC1)N(CCN1CCOCC1)Cc1nccn1Cc1cccc(Cl)c1	8	3	-5
83	Cn1cc(Br)cc1C(=O)Nc1ccc2nc[nH]c(=O)c2c1	9	-7	.
84	CCc1cccc2c(C(CC(=O)O)c3cccc(OC)c3)c[nH]c12 (centres undefined)	-1	-3	.
85	CO[C@H]1[C@H](NC(=O)C(C)C)c2ccccc2C12CCN(C(=O)COc1ccc(Cl)cc1)CC2	4	-2	-8
86	c1ccc(COCc2nc3ccccc3n2Cc2ccccc2)cc1	2	-14	-2
87	O=C1c2ccccc2C(=O)N1CNc1ccc(-c2ccc([N+](=O)[O-])cc2)cc1	-1	-6	-7
88	CCCCNC(=O)N1CCn2nc(C(=O)N3CCCC3)cc2C1	7	0	-14
89	Cc1cccc(CN(CCc2c[nH]c3ccccc23)Cc2nc(C(=O)NCCN(C)C)co2)c1	1	4	0
90	CC(CC(F)(F)F)NCc1ccccc1-n1ccnc1 (centres undefined)	1	-10	.

Looked up above:
compound 87 – NPYLR7 agonist = -1
compound 84 – NPYLR7 agonist = -1
compound 85 – mcGAS lum = -8
compound 88 – mcGAS lum = -14
compound 82 – NPYLR7 agonist = 8

The listing continues.
No.	Compound	NPYLR7 agonist	hcGAS inh	mcGAS lum
91	COc1ccc(N2CCN(C(=O)c3cn(C)cc4c(=O)n(-c5ccccc5)nc3-4)CC2)cc1	4	-6	-9
92	Cc1[nH]ncc1S(=O)(=O)NCC(C)Oc1ccccc1 (centres undefined)	3	-5	-9
93	Cc1nc(NCCNC(=O)Nc2ccccc2)cc(-n2cccn2)n1	-6	-4	-6
94	CCCS(=O)(=O)Nc1ccc(N(C)C)c(CN(Cc2ccccc2)C(=O)c2ccc(OC)cc2)c1	2	4	-1
95	CCN1CC(NC2CCN(c3ccc(OC)cc3)CC2)CC1=O (centres undefined)	5	-5	.
96	CCOC(=O)CC1=NN(c2ccccc2)C(=O)/C1=C/C=C/c1ccccc1OC	1	0	-2
97	CCCCN(CC)C(=O)CC1Sc2ccc(Cl)cc2NC1=O (centres undefined)	6	-5	.
98	CN(C)C(=O)CSc1nc(-c2cccs2)c(-c2cccs2)[nH]1	1	-8	.
99	CC1CNC(=O)CCN1C(=O)c1ccccc1-c1nccn1C (centres undefined)	-3	-6	.
100	CC1CC(c2ccccc2F)N(C(=O)[C@H]2CCC(=O)N2)C1 (some centres undefined)	-10	3	.

Rewritten with one line to a screen: two of the compounds above.
93) Cc1nc(NCCNC(=O)Nc2ccccc2)cc(-n2cccn2)n1
98) CN(C)C(=O)CSc1nc(-c2cccs2)c(-c2cccs2)[nH]1

assay / entry	93	98
NPYLR7 agonist	-6	1
hcGAS inh	-4	-8
mcGAS lum	-6	.

Remaining list, next part:
No.	Compound	NPYLR7 agonist	hcGAS inh	mcGAS lum
101	Cc1ccc(S(C)(=O)=O)cc1C(=O)Nc1nncs1	20	-6	.
102	CC(=O)C(C)OC(=O)CN1C(=O)NC2(CCCCC2C)C1=O (centres undefined)	13	-5	-6
103	CC(=O)N1CCn2nc(C(=O)N(Cc3ccc4[nH]ccc4c3)C3CC3)cc2C1	4	-3	.
104	Cc1ccc(C)c(-n2cc(CN(C)CCn3ccnc3)c(-c3ccccc3)n2)c1	14	-6	-9
105	CCOC(=O)CNC(=O)CSc1nc2c(c(=O)n1-c1ccc(OC)c(OC)c1)SCC2	-4	-9	-7
106	COc1cccc(-c2cc(-c3ccc(C(=O)NCCCN4CCCC4=O)cc3)[nH]n2)c1	-2	-7	-4
107	CCC(=O)N1CCC1(C)C(=O)Nc1cccc(Oc2ccccc2)c1 (centres undefined)	-4	2	-2

Screening results deposited in PubChem by Fisher Drug Discovery Resource Center.
